# RXFP1 antagonist = RXFP1 (human) relaxin receptor antagonism; Q9HBX9; HEK293-RXFP1, relaxin-stimulated cAMP HTRF, 30 min; hits give low values; actives 0.59% (n = 350,000); activity change, negative = inhibition, % at 57.5 µM;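 active = activity change of -60% or lower, but not beyond a set lower limit; inconclusive = change between -60% and -40%, or beyond the set limit; inactive = change above -40%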; also: % is scaled to controls: 0 for no effect and ±100 for the full control effect
# RXFP1 ag = activates the human relaxin receptor RXFP1; Q9HBX9; HEK293T-RXFP1 cAMP TR-FRET, 30 min; response scale: percent of porcine relaxin response, buffer zero; Potency, µM (doses to about 57.5 µM), inactives show top-dose activation, most hits filed as activators; actives 0.3% (n = 370,000); AID 2676; active = well fitted activation curve with a large enough effect; inconclusive = small, poorly fitted or top-dose-only effect; also: potency is read from the fitted curve at half-maximal effect; % is scaled to controls: 0 for no effect and ±100 for the full control effect; nearly all actives have a fitted effect of over 60% in size; many of its hits are not listed in these tables
#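 cAMP rise read by TR-FRET after 30 min, 37C compound exposure (up to 58 uM) in RXFP1-transfected HEK293 cells with Ro 20174 present. EC50 from Hill-equation fits, with 29 nM porcine relaxin as 100% and buffer as basal.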
# TRHR enhancer = allosteric enhancers of human TRH receptor | AID 493056 | enhancement, % at 2 µM | actives 0.66% (n = 360,000) | P34981 | TRHR cells, fluo-8 calcium fluorescence, EC20 TRH enhancement; in the data active = enhancement above about 30%; also: 0% is about no effect
#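 TRHR-expressing cells loaded with fluo-8 calcium dye were read kinetically (ex 480/em 530) during compound addition, then stimulated with an EC20 of TRH (10 nM final). Enhancement of the Gq-mediated intracellular calcium response was scored.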
# D2 PAM = positively modulates the human D2 dopamine receptor allosterically | P14416 | HEK293 T-REx D2, calcium flux, EC20 dopamine potentiation | potentiation, % at 10 µM | actives 0.34% (n = 340,000);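 active = potentiation over 3 SD above the plate norm, cut at about 30% in these data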; also: 0% is about no effect
# Target sequence (P14416 whole entry, looked up): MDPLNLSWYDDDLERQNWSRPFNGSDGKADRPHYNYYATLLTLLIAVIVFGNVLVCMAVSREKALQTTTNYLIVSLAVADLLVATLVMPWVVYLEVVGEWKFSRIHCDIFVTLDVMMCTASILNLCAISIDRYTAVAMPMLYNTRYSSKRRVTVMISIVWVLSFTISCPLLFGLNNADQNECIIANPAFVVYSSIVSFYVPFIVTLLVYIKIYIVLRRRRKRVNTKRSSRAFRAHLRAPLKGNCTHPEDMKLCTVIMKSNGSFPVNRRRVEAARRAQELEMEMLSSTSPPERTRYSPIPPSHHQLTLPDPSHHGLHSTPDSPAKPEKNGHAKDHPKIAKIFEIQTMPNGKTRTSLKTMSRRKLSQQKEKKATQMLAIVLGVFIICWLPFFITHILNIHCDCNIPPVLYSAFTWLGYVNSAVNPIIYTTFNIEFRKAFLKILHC
#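 Primary screen. Calcium kinetics in induced HEK293 T-REx D2 cells: compound pre-addition 180 s, EC20 dopamine, 180 s more.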
# D1 antagonist = antagonists of human D1 dopamine receptor; HEK293 TREx D1 cells, calcium flux, dopamine EC80; hits give low values; activity change, negative = inhibition, % at 10 µM; actives 3.2% (n = 360,000); P21728; AID 504652; in the data active = activity change below about -30%; also: % is scaled to controls: 0 for no effect and ±100 for the full control effect
# Target sequence (P21728 whole entry, looked up): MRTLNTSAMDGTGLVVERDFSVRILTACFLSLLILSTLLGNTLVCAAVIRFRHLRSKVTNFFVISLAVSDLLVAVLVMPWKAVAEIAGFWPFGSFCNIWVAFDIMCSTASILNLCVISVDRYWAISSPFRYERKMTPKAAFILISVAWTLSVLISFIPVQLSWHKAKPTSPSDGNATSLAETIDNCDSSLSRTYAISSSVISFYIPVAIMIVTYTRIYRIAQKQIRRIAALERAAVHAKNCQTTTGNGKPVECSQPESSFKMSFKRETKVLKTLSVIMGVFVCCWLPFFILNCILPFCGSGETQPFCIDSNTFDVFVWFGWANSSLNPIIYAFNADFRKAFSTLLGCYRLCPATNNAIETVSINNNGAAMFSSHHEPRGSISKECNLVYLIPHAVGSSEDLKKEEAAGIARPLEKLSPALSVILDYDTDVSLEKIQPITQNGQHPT
#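 Cells carrying a force-coupled, tetracycline-inducible human D1 receptor report calcium flux. Each well gets a 10 s baseline, compound with 180 s monitoring, then an EC80 dopamine stimulus with a second 180 s kinetic read.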
# D1 PAM = enhances dopamine response at the human D1 receptor. potentiation, % at 10 µM. actives 0.036% (n = 360,000). HEK293 TREx D1 cells, calcium flux, dopamine EC20 potentiation. P21728. AID 504651; in the data active = potentiation above about 30%; also: 0% is about no effect
# D2 antagonist = antagonists of human D2 dopamine receptor | actives 2% (n = 340,000) | inhibition, % at 10 µM | P14416 | HEK293 TREx D2 cells, calcium flux, dopamine EC80; in the data active = inhibition above about 30%; also: 0% is about no effect
#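 Compounds are added to dye-loaded, induced HEK293 T-REx cells coupled to calcium release via D2; after a 3 min kinetic read an EC80 dopamine stimulus is given and fluorescence is recorded for 3 more min.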
# D1 agonist = agonists of human D1 dopamine receptor | HEK293 T-REx D1 cells, calcium flux, agonist mode | activation, % at 2 µM | actives 1% (n = 360,000) | P21728; in the data active = activation above about 30%; also: 0% is about no effect
#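 Inducible HEK293 T-REx D1 cells, force-coupled to calcium signalling, were plated at 4000 cells/well with tetracycline and held overnight at 30 C. After no-wash calcium dye loading, compound-evoked calcium rise over 180 s flagged agonists.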
# D2 agonist = activates the human D2 dopamine receptor | HEK293 T-REx D2 cells, calcium flux agonist mode | activation, % at 2 µM | AID 485358 | actives 0.53% (n = 340,000);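 active = activation over 3 SD above normal in the single-dose calcium agonist read, cut at about 30% in these data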; also: 0% is about no effect
#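 In this primary screen, compounds producing a positive calcium signal within 180 s of addition to tetracycline-induced, force-coupled HEK293 Trex D2 cells are flagged; cells are dye-loaded with a no-wash calcium kit beforehand.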
# An asterisk follows results filed as active; ? = inconclusive; nt = not tested or not shown; & = joins results of further samples.
molecule	RXFP1 antagonist	RXFP1 ag	TRHR enhancer	D2 PAM	D1 antagonist	D1 PAM	D2 antagonist	D1 agonist	D2 agonist
CCN(c1ccccc1)c1nnc(NC(=O)Nc2cccc(Cl)c2C)s1	-12	0.2%	-2	-7	-3	-2	nt	-1	-0.3
Cc1ccc(C(=O)N(CN2CCCC2=O)c2ccccc2)cc1C	26	2.1%	0	-1	10	-8	-16	1	0.7
O=C(NCCCc1ccccc1)c1c(O)nc2sccn2c1=O	-19	-0.6%	24	-6	-7	2	1	3	-0.7
Cc1ccn(CCNC(=O)C2CCC(=O)N(Cc3ccc(Cl)cc3)C2)n1 (stereo not drawn)	-1	0.1%	1	-9	10	-3	-17	2	0.8
COc1cccc(C(=O)OCC(=O)NC(=O)NC2CCCC2)c1O	-7	0.3%	-4	2	9	-1	17	-4	-0.6
O=C(NCc1cccs1)C1CC(=O)N(c2ccc(Cl)cc2)C1 (stereo not drawn)	-1	1.5%	-7	7	1	2	-38	0	1.3
COC(=O)CC1SC(=O)NC1=O (stereo not drawn)	1	0.4%	-1	-11	1	1	9	0	-0.3
COc1cc([N+](=O)[O-])ccc1NC(=O)C[n+]1cccc(C)c1	6	-2.2%	2	-8	-6	-5	-14	1	0.9
c1ccc(-c2cncnc2)cc1	nt	-0.6%	-7	14	-32*	2	-3	2	0.3
Cc1ccc(O)c(NC(=O)CCCC(=O)O)c1	23	0.2%	-3	9	0	-8	8	4	0.7
COc1ccc(C2=CC3=C(Br)C(=O)C(C)(OC(=O)c4ccc(Cl)nc4)C(=O)C3=CO2)cc1 (stereo not drawn)	nt	-0.4%	-5	6	-21	-3	17	9	1.6
c1ccc(NC(=NCc2ccco2)c2ccccc2)cc1	8	1.5%	-5	-9	12	0	1	2	-0.4
CC(Sc1ncn[nH]1)C(=O)Nc1ccc(Cl)cn1 (stereo not drawn)	3	0.8%	5	3	-7	-5	-6	0	-0.4
CN(C(=O)COC(=O)CNC(=O)c1ccc(Cl)cc1Cl)c1ccccc1	-9	0.9%	13	2	-14	-4	-7	-5	0.0
CCCc1cc2c(cc1NC(=O)c1ccc(Br)cc1)OCO2	6	2.2%	-4	nt	-6	-9	nt	2	nt
COc1ccccc1C(=O)N1CCN(CCc2ccccc2)CC1	14	2.5%	6	-4	2	7	5	2	0.3
Cc1ccc(NC(=O)CCC(=O)OCc2ccc(Br)cc2)cc1	6	-0.1%	-5	9	-14	-3	-10	0	0.2
O=C(CC1C(=O)NCCN1Cc1c(F)cccc1Cl)NC1CCCCCC1 (stereo not drawn)	-2	-0.1%	0	-1	-1	-3	2	2	-1.6
Cc1cc(C)c(S(=O)(=O)Nc2ncn[nH]2)c(C)c1	-3	0.1%	-10	-2	-2	-8	-24	1	0.4
Cc1ccc(-c2ccc(CCC(=O)O)n2NC(=O)c2cccs2)cc1	7	0.1%	9	12	3	1	-23	9	0.2
Cc1cccc(NC(=O)CCN2C(=O)c3ccccc3C2=O)n1	-20	-0.3%	0	18	0	-4	nt	3	nt
CCOc1ncccc1C(=O)NCC(c1ccccc1)N(C)C (stereo not drawn)	7	-1.4%	-4	5	-2	-10	-8	0	-0.3
CC(O)c1ccc2c(c1)OCCOCCN(C)CCOCCO2 (stereo not drawn)	2	2.2%	6	10	3	3	-1	1	0.6
COc1ccc(CCNC(=O)CC(C)(C)CC2=NS(=O)(=O)c3ccccc3N2)cc1OC	-28	0.2%	3	2	-6	-5	-2	-1	-0.1
O=C(NCCOc1ccc(Cl)cc1)c1ccco1	3	1.1%	6	-5	-3	nt	3	4	0.3
NS(=O)(=O)c1ccc(-n2cccc2C=O)cc1	-7	-2.3%	2	7	6	-2	-6	2	0.4
CC(C)N(Cc1ccccc1)C(=S)Nc1ccc(F)cc1	-9	0.2%	-7	-6	8	-8	10	2	-0.7
CNC(=S)N(CCc1c(C)[nH]c2ccc(C)cc12)Cc1cccs1	-6	1.1%	1	1	-1	-3	0	3	0.0
O=C(CCNC(=O)c1ccco1)Nc1ccc(SC(F)F)cc1	12	2.7%	-9	-6	-11	-1	16	4	0.8
CC(C)Cn1c(=O)c2c(c3ccccc31)OC(C)C(=O)N2 (stereo not drawn)	6	0.7%	-4	-4	3	-2	-13	0	0.4
N#CCCn1cc(CNC2CCC(O)CC2)c2ccccc21 (stereo not drawn)	-9	-2.7%	45*	30*	6	1	5	-1	-0.4
Cc1cc(OCC(=O)OCC(=O)c2c(N)n(C)c(=O)n(C)c2=O)ccc1Cl	-3	3.8%	-4	-10	2	8	7	4	1.1
CCOC(=O)/C(=C/C1=CC(=C/N(C)C)/C(=O)O1)C(C)=O	-16	1.1%	1	12	1	2	2	25	3.5
COc1cc(C(=O)N(Cc2ccc(F)cc2)C2CCS(=O)(=O)C2)cc(OC)c1OC (stereo not drawn)	2	1.1%	9	-3	-30	1	-2	1	0.2
CCCC(NCC(=O)Nc1cc(S(=O)(=O)N2CCOCC2)ccc1OC)c1ccccc1 (stereo not drawn)	-6	-0.3%	-29	-8	-3	-4	-30	3	2.4
Cc1c(Cl)cccc1NC(=O)CCS(=O)(=O)c1cccc2nonc12	-1	3.2%	5	3	6	0	-14	0	-0.3
CCC1CN(C(=O)N2CCC(C(=O)NCc3ccco3)CC2)c2ccccc2O1 (stereo not drawn)	-19&-3	3.0%&0.1%	-10&-2	5	7&1	-3&-6	-1	2&8	-2.0&-0.5
Cc1cccc(-c2ncc(CN3CCN(C4CCCC4)C(CCO)C3)cn2)c1 (stereo not drawn)	?	-0.6%	1	5	10	10	-3	4	0.1
Cc1cccc(N(O)C(=O)Nc2cccc(Cl)c2)c1	1	-1.5%	-2	1	-9	-4	12	1	0.3
CCOc1ccc(C(=O)NCc2ccco2)cc1OCC	12	2.9%	-4	-7	6	-2	19	6	0.0
CC1CCCCC1NC(=O)CN1CCC(O)(c2ccc(F)cc2)CC1 (stereo not drawn)	22	0.4%	-6	3	4	-3	-2	1	0.9
COc1ccccc1NC(=O)C(C)NS(=O)(=O)c1ccccc1 (stereo not drawn)	-4	-2.3%	5	nt	3	-2	-20	-1	1.0
Cc1ccc(Oc2ncnc(N)c2[N+](=O)[O-])cc1	1	0.9%	-3	4	-10	-1	3	0	0.4
Fc1ccc(-c2cn3ccccc3n2)cc1	2	-0.5%	-1	10	10	-3	-8	1	-0.1
COc1ccccc1N(C)S(=O)(=O)c1ccc(C(=O)N2CCCc3ccccc32)cc1	-11	-2.3%	-1	nt	-2	-2	nt	11	nt
FC(F)(F)c1ccccc1NC(=S)Nc1ccccc1	-1	-0.7%	5	9	-35*	1	-3	0	-1.8
O=C(O)CCCNC(=O)CCCNC(=O)C(c1ccccc1)c1ccccc1	-11	-0.6%	0	8	13	1	-15	2	0.6
O=C(c1cccnc1)N1CCC(Oc2ccc(C(=O)N3CCCC(O)C3)cc2)CC1 (stereo not drawn)	-4	1.0%	2	16	2	-4	-5	2	-0.2

# Complete entries from above. Values in the order: RXFP1 antagonist, RXFP1 ag, TRHR enhancer, D2 PAM, D1 antagonist, D1 PAM, D2 antagonist, D1 agonist, D2 agonist
# c1ccc(-c2cncnc2)cc1 is entered as nt, -0.6%, -7, 14, -32*, 2, -3, 2, 0.3
# CC(C)Cn1c(=O)c2c(c3ccccc31)OC(C)C(=O)N2 (stereo not drawn) is entered as 6, 0.7%, -4, -4, 3, -2, -13, 0, 0.4
# COc1cc([N+](=O)[O-])ccc1NC(=O)C[n+]1cccc(C)c1 is entered as 6, -2.2%, 2, -8, -6, -5, -14, 1, 0.9
# COc1ccccc1N(C)S(=O)(=O)c1ccc(C(=O)N2CCCc3ccccc32)cc1 is entered as -11, -2.3%, -1, nt, -2, -2, nt, 11, nt
# COc1ccccc1NC(=O)C(C)NS(=O)(=O)c1ccccc1 (stereo not drawn) is entered as -4, -2.3%, 5, nt, 3, -2, -20, -1, 1.0

# Further structures
molecule	RXFP1 antagonist	RXFP1 ag	TRHR enhancer	D2 PAM	D1 antagonist	D1 PAM	D2 antagonist	D1 agonist	D2 agonist
CCOc1ccccc1Oc1coc2cc(OCC(=O)O)ccc2c1=O	4	3.4%	2	8	16	-5	-8	2	1.1
Cc1ccc2c(c1)[nH]c1c(=O)n(CCC3=CCCCC3)cnc12	nt	3.5%	14	0	-32*	-6	-14	1	-0.1
CC(C)(C)c1ccc(/C=C/C(=O)NCCCn2ccnc2)cc1	-4	1.7%	8	-2	3	-7	-3	1	0.2
CCOc1cccc(C(=O)N/N=C/c2ccoc2)c1	-6	-1.4%	6	-3	-4	6	10	0	0.4
Cc1cccc(NS(=O)(=O)c2cc(C(=O)N3CCOCC3)ccc2Cl)c1	-2	0.3%	-2	-2	3	-1	-11	3	1.7
COc1ccc(-n2nc3ccc(NS(C)(=O)=O)cc3n2)cc1Cl	7	5.5%	-1	2	-6	-7	3	1	-0.4
O=C(COC(=O)/C=C/c1ccc(Cl)cc1)NCCC1=CCCCC1	-1	-0.3%	14	13	3	1	7	2	0.5
NNC(=O)C1CCCN1S(=O)(=O)c1ccc(Cl)cc1 (stereo not drawn)	3	1.0%	-7	-6	4	-2	20	1	0.2
CN(C)/C=C/C(=O)c1cnc(-c2ccc(Cl)cc2)s1	-5	2.1%	1	1	-22	-1	-5	2	2.2
CC(C)[C@H](NC(=O)C1CCN(S(=O)(=O)c2ccccc2)CC1)C(=O)NCc1ccco1	9	3.0%	4	8	34	1	-3	0	-0.8
CCC(=O)N1CCc2cc(Br)cc(S(=O)(=O)N3CCN(c4ccccc4OC)CC3)c21	nt	1.7%	-4	2	3	1	nt	2	0.4
COc1ccc(C(=O)NC(=S)Nc2ccc(Cl)c(C(=O)O)c2)cc1	-17	0.6%	0	-4	8	6	0	-2	0.7
Cc1ccc(OCC(=O)Nc2ccc3c(c2)OC(F)(F)O3)c([N+](=O)[O-])n1	8	1.4%	10	3	-3	-2	-5	1	0.6
CCOc1ccc(NC(=O)CCS(=O)(=O)c2cccc3nsnc23)cc1	14	0.2%	-1	-4	13	0	-1	-1	0.1
Cc1ccc(NS(=O)(=O)c2cccc(C(=O)NN3CCOCC3)c2)cc1	nt	-1.9%	-7	-5	-10	14	-5	0	1.9
COc1ccc(C(=O)CSc2nnc(-c3ccc(C)cc3)o2)cc1	-8	1.8%	-7	-3	2	3	4	4	0.4
COc1cc(Nc2nc(SCc3ccccc3Cl)nc3ccccc23)cc(OC)c1	-25	0.2%	-7	-7	4	-1	nt	6	0.7

# Bioassay records from PubChem.

# This is a subset; count on the stated rates, not on these rows.
